Assay outcomes: PubChem, National Center for Advancing Translational Sciences (NCATS)
PGK inhibitor: qHTS Assay to Find Inhibitors of Phosphoglycerate Kinase; 380,000 compounds, 0.043% hits; Potency, µM (series often up to 57.5 µM), for the others: at the highest dose activity change, negative = inhibition, most hits filed as inhibitors; PGK/GAPDH coupled, Kinase-Glo luminescence, 60 min; note: potency is the fitted concentration of half-maximal effect; % is set by controls: 0 for no effect and ±100 for the full control effect; nearly all actives have a fitted effect of over 60% in size
Target sequence (P07378 whole entry, looked up): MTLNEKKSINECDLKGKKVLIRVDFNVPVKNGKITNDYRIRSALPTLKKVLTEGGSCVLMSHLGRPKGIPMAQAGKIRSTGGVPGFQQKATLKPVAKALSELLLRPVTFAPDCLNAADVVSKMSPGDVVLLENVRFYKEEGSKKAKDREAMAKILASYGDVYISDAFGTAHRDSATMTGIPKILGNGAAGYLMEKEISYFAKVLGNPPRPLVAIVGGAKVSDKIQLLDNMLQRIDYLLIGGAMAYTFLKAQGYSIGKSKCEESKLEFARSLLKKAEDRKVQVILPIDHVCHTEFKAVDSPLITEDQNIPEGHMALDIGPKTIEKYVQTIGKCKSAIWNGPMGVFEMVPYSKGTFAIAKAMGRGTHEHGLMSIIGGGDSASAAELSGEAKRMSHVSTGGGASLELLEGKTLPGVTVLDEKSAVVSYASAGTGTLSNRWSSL
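Luminescent ATP detection (Kinase-Glo Plus) follows a 60-minute room-temperature incubation, with wells lacking PGK as controls. Buffer: 100 mM TEA (pH 7.6), 5 mM MgCl2, 0.01% Tween-20. Coupling enzyme GAPDH (100 nM final) supplies unstable 1,3-BPG in-well.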
IDH1 R132H inh: qHTS for Inhibitors of mutant isocitrate dehydrogenase 1 (IDH1): qHTS; IDH1-R132H enzyme, NADPH consumption, diaphorase/resazurin fluorescence; Potency, µM (doses to about 76.6 µM), inactives show at the highest dose activity change, negative = inhibition, hits mostly inhibitors; 390,000 compounds, 0.093% hits; Isocitrate dehydrogenase [NADP] cytoplasmic (Homo sapiens), O75874; note: potency is the fitted concentration of half-maximal effect; % is set by controls: 0 for no effect and ±100 for the full control effect; nearly all actives have a fitted effect of over 65% in size
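IDH1-R132H (0.5 ug/mL) preincubated 30 min with compound, then NADPH (0.016 mM) and alpha-KG (2 mM) added; 80 min at RT, pH 7.5. Remaining NADPH coupled via diaphorase/resazurin to fluorescence (540/590 nm); concentration-response curves normalized to no-enzyme control.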
USP1-UAF1 inh: Inhibitors of USP1/UAF1: Primary Screen; Ubiquitin carboxyl-terminal hydrolase 1 (Homo sapiens), O94782; recombinant USP1/UAF1, Ub-Rhodamine cleavage fluorescence; Potency, µM (highest dose often 57.1 µM), for inactives: at the top dose activity change, negative = inhibition, usual class: inhibitors; 390,000 compounds, 0.23% hits; AID 743255, 2014; note: potency is the fitted concentration of half-maximal effect; % is set by controls: 0 for no effect and ±100 for the full control effect; nearly all actives have a fitted effect of over 60% in size; inactives centre near -12
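1 nM enzyme complex + cpd, 15 min RT; start with Ub-Rho 150nM final; kinetic fluorescence ex 480/em 540, 6 reads q60 s. Buffer 50mM HEPES pH 7.8, 0.5mM EDTA, 0.1 mg/ml BSA, 1mM TCEP, 0.01% Tween-20.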
TrxR1 inh: qHTS Assay for Inhibitors of Mammalian Selenoprotein Thioredoxin Reductase 1 (TrxR1): qHTS; Potency, µM (titrated, usually from 114 µM), inactives show top-dose activity change, negative = inhibition, usual class: inhibitors; AID 588453, 2011; recombinant rTrxR1, NADPH fluorescence consumption, selenite substrate; 390,000 compounds, 1% hits; note: potency is the fitted concentration of half-maximal effect; % is set by controls: 0 for no effect and ±100 for the full control effect; nearly all actives have a fitted effect of over 65% in size
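Rat TrxR1 (90 nM in the dispensed reagent) was pre-reduced with 400 uM NADPH for 5 min at room temperature, then incubated with compound for 15 min. After 400 uM selenite was added, NADPH fluorescence (Ex 340/Em 450 nm) was followed for 8 min.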
Pin1 inhibitor: qHTS Assay to Find Inhibitors of Pin1; 390,000 compounds, 0.009% hits; Pin1 FP peptide displacement, HiFluor488, 10 min; AID 504891, 2011; Potency, µM (doses to about 115 µM), without a hit: top-dose activity, negative = inhibition, actives largely listed as inhibitors; Peptidyl-prolyl cis-trans isomerase NIMA-interacting 1 (Homo sapiens), Q13526; active = well fitted inhibition curve with a large enough effect in the polarisation, with a control signal flat, not every such curve was filed as active; inconclusive = small, poorly fitted or top-dose-only effect, or effect the other way, or a change in a side signal; inactive = no such curve, though single readings can be large or run the other way; the % refers to the polarisation; note: potency is the fitted concentration of half-maximal effect; % is set by controls: 0 for no effect and ±100 for the full control effect
HP1b chromo inh: HTS for Inhibitors of HP1-beta Chromodomain Interactions with Methylated Histone Tails. Potency, µM (series often up to 114 µM), for inactives: at the highest dose activity change, negative = inhibition, usual class: inhibitors. AID 540317, 2011. 390,000 compounds, 0.56% hits. AlphaScreen HP1-beta / biotin-H3K9me3 peptide binding. Chromobox protein homolog 1 (Homo sapiens), P83916; note: potency is the fitted concentration of half-maximal effect; nearly all actives have a fitted effect of over 70% in size; inactives centre near 23
Target sequence (P83916 whole entry, looked up): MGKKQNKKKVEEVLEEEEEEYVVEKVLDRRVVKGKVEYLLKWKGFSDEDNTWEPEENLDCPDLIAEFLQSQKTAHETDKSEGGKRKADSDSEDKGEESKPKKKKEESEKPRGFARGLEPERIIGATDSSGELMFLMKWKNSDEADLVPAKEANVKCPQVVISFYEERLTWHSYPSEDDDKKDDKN
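AlphaScreen: HP1-beta (50 nM) preformed 30 min with biotin-H3(1-18)K9me3 peptide (50 nM) in PBS pH 7.4, 0.01% Tween-20. Compound added for 30 min at RT, then streptavidin donor/nickel chelate acceptor beads (10 ug/mL) for 30 min.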
TrxR1 substrate: qHTS Assay for Substrates of Mammalian Selenoprotein Thioredoxin Reductase 1 (TrxR1): qHTS. purified TrxR1 substrate turnover, NADPH consumption readout. Potency, µM (series often up to 114 µM), for inactives: at the highest dose activity change, negative = substrate turnover. 390,000 compounds, 0.01% hits; note: potency is the fitted concentration of half-maximal effect; % is set by controls: 0 for no effect and ±100 for the full control effect; nearly all actives have a fitted effect of over 50% in size
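Rat TrxR1, dispensed at 90 nM, was prereduced with 400 uM NADPH (final) for 5 min at ~22 deg C, then incubated with compound 15 min before 400 uM selenite. A first-read NADPH fluorescence drop versus no-compound background flagged substrates.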
GLS inh: qHTS for Inhibitors of Glutaminase (GLS) | Glutaminase kidney isoform, mitochondrial (Homo sapiens), O94925 | GLS enzymatic activity, qHTS titration | Potency, µM (series often up to 45.5 µM), inactives show top-dose activity change, negative = inhibition, hits mostly inhibitors | 410,000 compounds, 0.21% hits; note: potency is the fitted concentration of half-maximal effect; % is set by controls: 0 for no effect and ±100 for the full control effect
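hKGA; 45 mM KH2PO4 pH 8.2 + 0.02% Tween-20; cpd via pin tool; 1 mM Gln soln; GluOx/HRP/Amplex Red; RT 30 min; fluor. t0 & final.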
PI4K2A inh: qHTS for small molecular inhibitors of PI4K2A; Phosphatidylinositol 4-kinase type 2-alpha (Homo sapiens), Q9BTU6; purified PI4K2A, ADP-Glo luminescence, 1 h; stronger effect = lower value; activity change, negative = inhibition, % at 76.9 µM; 420,000 compounds, 0.13% hits; AID 1346378, 2018; in the data active = activity change below about -50%; inconclusive = mostly about -30% to -49%;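 note: -100% = wells without enzyme as full effect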
Target sequence (Q9BTU6 whole entry, looked up): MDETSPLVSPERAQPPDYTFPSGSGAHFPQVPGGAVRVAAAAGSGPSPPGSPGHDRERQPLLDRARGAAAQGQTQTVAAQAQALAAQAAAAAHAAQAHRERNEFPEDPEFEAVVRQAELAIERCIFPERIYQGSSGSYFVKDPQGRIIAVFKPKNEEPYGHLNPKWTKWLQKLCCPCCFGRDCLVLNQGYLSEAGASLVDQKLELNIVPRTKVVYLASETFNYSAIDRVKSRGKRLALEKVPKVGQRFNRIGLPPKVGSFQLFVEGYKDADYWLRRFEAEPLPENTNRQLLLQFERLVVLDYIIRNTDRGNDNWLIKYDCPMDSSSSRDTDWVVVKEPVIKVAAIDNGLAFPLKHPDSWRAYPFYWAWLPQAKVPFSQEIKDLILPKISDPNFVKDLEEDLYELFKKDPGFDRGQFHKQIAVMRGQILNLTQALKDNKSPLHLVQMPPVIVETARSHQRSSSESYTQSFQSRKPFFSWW
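Compounds are screened against recombinant PI4K2A using PI as substrate and ATP, the latter dispensed at 300 microM. Reactions run one hour at ambient temperature before ADP-Glo detection; full inhibition defined by wells lacking enzyme.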
Numbers without * were called inactive; i = inactive; u = inconclusive; x = no result given; [ ] = another dose, or the depositor's remark. Unless noted, calls come from the whole dose curve; as a rule, active = well fitted curve in the direction sought with a large enough effect; inconclusive = small, poorly fitted or top-dose-only effect, or another doubt; inactive = no such curve, though single readings can be large; an effect the other way counts as inactive or inconclusive. Some of the compounds tested (hit frequency here may not be typical).

SMILES	PGK inhibitor	IDH1 R132H inh	USP1-UAF1 inh	TrxR1 inh	Pin1 inhibitor	HP1b chromo inh	TrxR1 substrate	GLS inh	PI4K2A inh
CC(=O)Nc1ccc(NC(=O)C(C)OC(=O)CNC(=O)c2cccs2)cc1 (configuration not stated)	0%	1%	-18%	-3%	-15%	32%	-1%	4%	1
Clc1ccccc1CN1CCN(CCCc2ccccc2)CC1	i	7%	-9%	26%[57.1 µM]	-6%	u	8%[57.1 µM]	3%	-1
Clc1nssc1=Nc1nncs1	-3%	-2%	-23%	-16%	0%	u	-17%	u	-28
N#Cc1c(N2CCN(C(=O)c3ccco3)CC2)nc(-c2ccccc2)c2c1CCCC2	x	1%	-26%	u	69%[activator]	14%	59%[activator]	0%	-2
O=C1CC(N2CCN(c3ccc(F)cc3)CC2)C(=O)N1c1ccc2c(c1)OCO2 (configuration not stated)	x	3%	-22%	25%	-3%	30%	5%	12%	5
Cc1cccc(-n2c(=O)c3ccccc3n(Cc3ccccc3)c2=O)c1	-9%	6%	-23%	4%	1%	20%	1%	5%	-3
CC(NC(=O)C(=O)NN=C1CCCCCCCCCCC1)c1ccccc1 (configuration not stated)	0%	-5%	-22%	12%[57.1 µM]	-7%	28%	1%[57.1 µM]	6%	1
CC(Sc1nnc(NC2CC2)s1)C(=O)Nc1ccc(S(N)(=O)=O)cc1 (configuration not stated)	-4%	0%	-20%	-7%	-2%	37%	-2%	2%	-3
COc1ccc(CNC(=O)/C=C/c2ccc(OCCCF)cc2)cc1OC	5%	-6%	-13%	-4%[57.1 µM]	-1%	14%	1%[57.1 µM]	-1%	-8
CCCOCC(O)COc1ccccc1C(=O)N1CCOCC1 (configuration not stated)	-6%	0%	-18%	9%	-5%	77%[activator]	3%	-10%	-1
O=C(CN(CC1CCCO1)C(=O)CNS(=O)(=O)c1ccccc1)NCc1ccccc1 (configuration not stated)	i	8%	-13%	12%[57.1 µM]	0%	22%	-4%	-14%	-1
CCn1nc(C(=O)NNC(=O)COc2ccc(OC)cc2)c2ccccc2c1=O	4%	-2%	-19%	u	1%	32%	1%	28%	-5
Cn1nc(C(C)(C)C)cc1C(=O)NCc1cc(F)cc2c1OCOC2	-7%	-2%	-18%	37%	u	30%	1%	0%	-3
CCc1ccc(NC(=O)C(C)Sc2nnc(CN3CCCC3)o2)cc1 (configuration not stated)	-8%	-8%	-6%	22%	1%	26%	1%	16%	2
CC(=O)c1sc(N)c(C(=O)OC(C)C)c1C	i	8%	-9%	-1%[57.1 µM]	1%	13%	6%[57.1 µM]	25%	1
CCC(C)C(NC(=O)C1CCC(C)CC1)C(=O)NCCCN1CCCCC1CC (configuration not stated)	-7%	-4%	-10%	31%	0%	26%	6%	-5%	-4
CC(C)Cn1c(=O)[nH]c(=O)c2c(C(F)(F)F)cc(-c3ccccc3)nc21	-1%	u	-26%	18%	-3%	48%[activator]	20%	-3%	0
CCOc1ccc(NC(=O)C(CC)n2nc(-c3ccc(C)c(C)c3)ccc2=O)cc1 (configuration not stated)	-1%	-15%	u	u	8%	14%	9%	0%	-1
CCOCCCNC(c1ccccc1)c1ccncc1 (configuration not stated)	-2%	3%	-15%	23%[2.29 µM]	0%	31%	13%[2.29 µM]	2%	-1
NC(=O)C1CCN(C(=O)COc2ccc(Nc3ccccc3)cc2)CC1	-2%	8%	-21%	25%	2%	1%	12%	17%	11

The list goes on, overlapping the part above by two compounds.
SMILES	PGK inhibitor	IDH1 R132H inh	USP1-UAF1 inh	TrxR1 inh	Pin1 inhibitor	HP1b chromo inh	TrxR1 substrate	GLS inh	PI4K2A inh
CCOCCCNC(c1ccccc1)c1ccncc1 (configuration not stated)	-2%	3%	-15%	23%[2.29 µM]	0%	31%	13%[2.29 µM]	2%	-1
NC(=O)C1CCN(C(=O)COc2ccc(Nc3ccccc3)cc2)CC1	-2%	8%	-21%	25%	2%	1%	12%	17%	11
CCC1(CC)NC(=O)N(CC(=O)OCC(=O)Nc2cc(OC)ccc2OC)C1=O	-1%	0%	-12%	31%	0%	29%	3%	-3%	2
O=C(Nc1ccc2oc(-c3ccccc3F)nc2c1)c1ncn[nH]1	2%	-7%	-5%	4%[2.29 µM]	u	32%	17%[57.1 µM]	-1%	-2
c1ccc2c(CN3CCCCC3)csc2c1	0%	-3%	-24%	13%	1%	29%	2%	2%	-4
CCCN(CCC)S(=O)(=O)c1ccc(NC(=O)COc2ccccc2)cc1	-4%	-5%	-21%	4%[57.1 µM]	-9%	24%	-3%[57.1 µM]	-8%	15
CCN(CC)S(=O)(=O)c1ccc(OC(C)C)c(NC(=O)C2=COCCO2)c1	2%	1%	-12%	5%	3%	39%	-3%	1%	-2
COc1ccc(C(=O)Nc2cc(OC)nc(OC)n2)cc1	-10%	5%	12%	18%[57.1 µM]	0%	41%	13%[57.1 µM]	4%	-3
CCCN1CCN(S(=O)(=O)c2c(C)[nH]c(C)c2C(=O)N2CCCCC2)CC1	4%	-10%	-19%	20%	-1%	44%[activator]	10%	-2%	4
CC(=O)N[C@@H](CC(=O)O)C(=O)O	i	11%	-25%	-11%	u	38%	-6%	-3%	-5
O=C1C(=O)N(CCN2CCOCC2)C(c2ccccn2)/C1=C(/O)c1ccc(F)cc1 (configuration not stated)	-8%	6%	-5%	u	u	14%	-10%	u	-4
NC1=NC(=O)/C(=C/c2ccc(Br)cc2)S1	8%	-2%	-6%	20%	-2%	28%	7%[2.29 µM]	1%	-2
COc1cc(/C=C(\C#N)c2nc3ccccc3[nH]2)ccc1OCc1ccccc1F	i	13%	u	13%	38%[activator]	5%	1%	4%	-4
O=C(NC1CCCCC1NC(=O)c1cccs1)c1cccs1 (configuration not stated)	2%	-4%	-3%	33%[57.1 µM]	1%	46%[activator]	17%[57.1 µM]	9%	0
Cn1nnnc1SCC(=O)C(C)(C)C	-1%	-8%	-17%	16%	2%	39%[activator]	5%	-9%	6
CC(CN1CCCCC1)OC(=O)C(C)(c1ccccc1)c1ccccc1 (configuration not stated)	0%	6%	-11%	32%[57.1 µM]	-6%	41%[activator]	32%[57.1 µM]	15%	1
Cc1ccc(C)c(N2N=C(C(=O)OCc3nnc(-c4ccccc4Br)o3)CCC2=O)c1	i	8%	-24%	x	x	x	x	-3%	0
Cc1ccc(C)c(CN2C(=O)C(O)(c3c(C)[nH]c4ccccc34)c3ccccc32)c1 (configuration not stated)	4%	-20%	-6%	24%	-7%	6%	-2%	-4%	-1
Cc1ccc(NC(=O)c2cc(-c3ccccc3O)n[nH]2)cc1C	0%	1%	-11%	24%	u	31%	2%	-5%	2
CCc1ccc(OCCCC(=O)O)c(Br)c1	-27%	2%	-3%	21%	-1%	22%	6%	-2%	0
Cc1ccc(C(=O)OCC(=O)N(Cc2ccccc2)C(C)C)cc1C	-6%	4%	-3%	0%[11.4 µM]	3%	73%[activator]	2%[11.4 µM]	5%	0
COc1ccc2c(c1)cc(C(=O)N[C@H](C(=O)N1CCC[C@H]1C(=O)O)C(C)C)n2C	-4%	-12%	5%	-3%	3%	17%	127%[activator]	9%	1
Cc1ccc(N(Cc2cc3ccccc3[nH]c2=O)C(=O)c2cccs2)cc1	2%	-6%	-18%	1%[57.1 µM]	1%	28%	3%	-16%	-1
Cc1ccc(Nc2nc3c([nH]2)c(=O)[nH]c(=O)n3C)cc1	i	7%	-7%	-17%	5%	39%	-5%	-8%	6
COc1ccc(Nc2cc(Nc3ccccc3)ncn2)cc1	6%	-1%	2%	10%	4%	36%	0%	4%	-2
Cc1nnc(SCCN2CCOCC2)n1C	-6%	3%	-14%	-14%	-6%	u	-11%	-3%	3
COc1ccc(NC(=O)c2c(-c3c(Cl)cccc3Cl)noc2C)cn1	i	9%	-8%	-11%	-6%	20%	-5%	-1%	-5
O=C(O)C1CCCCC1C(=O)Nc1nc(-c2cccs2)cs1 (configuration not stated)	-7%	3%	9%	26%[57.1 µM]	3%	23%	13%[57.1 µM]	1%	-6

Part of the list above, limited to IDH1 R132H inh, HP1b chromo inh and PGK inhibitor:
SMILES,IDH1 R132H inh,HP1b chromo inh,PGK inhibitor
Cc1ccc(N(Cc2cc3ccccc3[nH]c2=O)C(=O)c2cccs2)cc1,-6%,28%,2%
Cc1ccc(Nc2nc3c([nH]2)c(=O)[nH]c(=O)n3C)cc1,7%,39%,i
COc1ccc(Nc2cc(Nc3ccccc3)ncn2)cc1,-1%,36%,6%
